Bioassay records: PubChem BioAssay, several laboratories
TbMetRS inhib – T. brucei MetRS inhibitors, primary screen, biochemical, luminescence | actives 0.4% (n = 360,000) | methionyl-tRNA synthetase (Trypanosoma brucei brucei) | inhibition, % at 11.9 µM | purified T. brucei MetRS, ATP depletion, Kinase-Glo luminescence;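 active = inhibition above a per-plate cutoff of the control wells' mean inhibition plus 3 SD, cut at about 5.5% in these data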;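 note: 0% = DMSO wells median and 100% = median of wells with control inhibitor compound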
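Assay system: T. brucei methionyl-tRNA synthetase, purified | Medium: HEPES buffer with MgCl2, KCl, DTT, spermine, BSA, pyrophosphatase | Compound: 11.9 µM single point | Incubation: 15 min enzyme-compound preincubation, 2 h reaction, 10 min detection, 25 °C | Measured by: Kinase-Glo luciferase luminescence reporting remaining unconsumed ATP | Measure: % inhibition normalized to control-well medians | Replication: Singlicate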
LMPTP block – LMPTP phosphatase inhibitors, primary screen, biochemical, fluorescence intensity, uHTS; Low molecular weight phosphotyrosine protein phosphatase (Homo sapiens), P24666; recombinant LMPTP-A, OMFP fluorogenic substrate; inhibition, % at 20 µM; actives 0.22% (n = 360,000); AID 651560, 2012;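 active = compounds that cut the enzyme signal by at least half of the control window in the single-dose screen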;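 note: plate controls were DMSO wells with enzyme plus substrate for no effect and substrate without enzyme for full effect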
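Material: LMPTP-A; amount: 0.625 nM enzyme; doses: single 20 µM dose; times: reaction 50 min, room temperature, dark; technique: fluorescence intensity of OMFP turnover product; benchmarks: no-enzyme and uninhibited controls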
NadD block – inhibitors of S. aureus NadD, primary screen, biochemical, colorimetric, uHTS; Nicotinate-nucleotide adenylyltransferase NadD (Staphylococcus aureus N315); purified NadD enzyme, colorimetric absorbance read-out; inhibition, % at 20 µM; actives 0.78% (n = 360,000); AID 602399, 2012; in the data active = inhibition above about 26%; note: some compounds past the cut are filed as inactive
DNMT1 block – human DNMT1 methyltransferase inhibitors, primary screen, biochemical, molecular beacon, fluorescence, HinP1I cleavage, uHTS; DNA (cytosine-5)-methyltransferase 1 (Homo sapiens), P26358; inhibition (reported as % activation of signal), % at 10 µM; actives 0.83% (n = 360,000); in the data active = inhibition above about 50%
Rpn11 block – Rpn11 (PSMD14) deubiquitinase inhibitors, primary screen, biochemical, fluorescence polarization, uHTS. calls only at 20 µM. 26S proteasome non-ATPase regulatory subunit 14 (Homo sapiens), O00487. human 26S proteasome, Ub4-pepOG fluorescence polarization; 20S core pre-blocked with epoxomicin. actives 0.59% (n = 360,000). AID 588493, 2011;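 active = inhibition at 20 µM, scaled to each plate's controls, above about 33%, limit read from the data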
Target sequence (O00487 whole entry, looked up): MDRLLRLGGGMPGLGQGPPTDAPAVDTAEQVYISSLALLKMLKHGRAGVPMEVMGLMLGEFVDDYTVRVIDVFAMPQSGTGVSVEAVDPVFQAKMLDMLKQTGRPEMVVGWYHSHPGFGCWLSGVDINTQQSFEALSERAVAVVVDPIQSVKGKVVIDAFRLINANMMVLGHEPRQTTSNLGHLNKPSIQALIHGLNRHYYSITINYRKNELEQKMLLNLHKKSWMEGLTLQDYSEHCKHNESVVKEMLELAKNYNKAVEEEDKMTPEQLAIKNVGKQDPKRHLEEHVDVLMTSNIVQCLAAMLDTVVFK
SUMO1 PPI mod – modulators of SUMO1 protein-protein interactions, primary screen, biochemical, uHTS; Small ubiquitin-related modifier 1 (Homo sapiens), P63165; SUMO1 binding to a labelled peptide, TR-FRET, 1 h; inhibition, % at 20 µM; actives 0.33% (n = 360,000); AID 602429, 2012; in the data active = inhibition above about 37%
CSN inh – inhibitors of CSN-mediated cullin deneddylation, primary screen, biochemical, fluorescence polarization, uHTS; COP9 signalosome complex subunit 5 (Homo sapiens), Q92905; inhibition, % at 12.5 µM; actives 0.38% (n = 360,000); Purified CSN, SCF-Nedd8-OG deneddylation; AID 651999, 2013;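 active = pattern-corrected inhibition above about 35%, with an unprinted fluorescence ratio check between 0.5 and 1.5, limit read from the data, passing the limit was not always enough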;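 note: 0% = enzyme with substrate and 100% = substrate without enzyme; some results filed as inactive read as strong as hits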
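test system = HEK293T-derived human Csn5 enzyme | amount = 0.24 nM Csn5 enzyme, final concentration | medium = Tris/NaCl/DTT buffer, pH 7.5 | schedule = 90 min reaction at room temperature | signal = FP | evaluation = inhibition of Csn5 cleavage, % | compound dosing = single dose of 12.5 µM compound with 0.25% DMSO | probe or stimulus = 10 nM SCFSkp2-Nedd8OG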
MsrA inhibitor – bovine MsrA enzyme inhibitors, primary screen, biochemical, absorbance, HTS. Methionine sulfoxide reductase A (Bos taurus). purified bovine MsrA, absorbance read-out. inhibition, % at 15.5 µM. actives 0.75% (n = 360,000). AID 651718, 2012; in the data active = inhibition above about 4.5%;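 note: 0% = vehicle wells with enzyme and 100% = reference inhibitor wells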
STEP block – STEP phosphatase inhibitors, primary screen, biochemical, fluorescence intensity, uHTS. AID 588621, 2011. inhibition, % at 20 µM. Tyrosine-protein phosphatase non-receptor type 5 (Homo sapiens), P54829. actives 0.25% (n = 360,000). recombinant STEP, OMFP fluorogenic substrate;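 active = inhibition at 20 µM, scaled per plate between control wells, above about 37%, limit read from the data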;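 note: 0% = DMSO with enzyme and substrate and 100% = substrate only without enzyme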
Target sequence (P54829 whole entry, looked up): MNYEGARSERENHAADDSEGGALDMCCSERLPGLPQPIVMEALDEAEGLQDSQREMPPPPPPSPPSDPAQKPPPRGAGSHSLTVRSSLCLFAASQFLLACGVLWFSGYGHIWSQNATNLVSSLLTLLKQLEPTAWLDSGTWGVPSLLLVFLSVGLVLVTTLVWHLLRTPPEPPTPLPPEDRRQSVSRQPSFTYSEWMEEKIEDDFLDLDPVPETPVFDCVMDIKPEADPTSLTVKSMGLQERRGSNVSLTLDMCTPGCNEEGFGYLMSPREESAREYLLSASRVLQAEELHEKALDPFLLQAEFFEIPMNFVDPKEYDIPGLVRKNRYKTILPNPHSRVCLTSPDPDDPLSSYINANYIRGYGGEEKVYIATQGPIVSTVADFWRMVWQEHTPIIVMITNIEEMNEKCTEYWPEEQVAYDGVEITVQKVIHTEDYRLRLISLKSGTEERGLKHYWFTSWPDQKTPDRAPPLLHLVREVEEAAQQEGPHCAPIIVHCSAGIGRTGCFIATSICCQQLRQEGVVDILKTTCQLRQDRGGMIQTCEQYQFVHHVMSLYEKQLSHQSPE
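material = STEP tyrosine phosphatase | reagent = fluorogenic phosphatase substrate OMFP at 25 µM final | doses = single compound dose of 20 µM, 1% DMSO final | schedule = 20 min reaction, room temperature, in the dark | measured by = fluorescence, 480/540 nm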
Scp1 inh – Scp-1 phosphatase inhibitors, primary screen, biochemical, colorimetric, uHTS; Carboxy-terminal domain RNA polymerase II polypeptide A small phosphatase 1 (Homo …; Recombinant Scp1, phosphopeptide, malachite green phosphate absorbance; inhibition, % at 20 µM; actives 0.88% (n = 340,000);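 active = inhibition above about 50% at 20 µM, limit read from the data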;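 note: plate controls were DMSO wells with enzyme for no effect and wells lacking enzyme for full effect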
Target sequence (Q9GZU7 76-261 limits assumed): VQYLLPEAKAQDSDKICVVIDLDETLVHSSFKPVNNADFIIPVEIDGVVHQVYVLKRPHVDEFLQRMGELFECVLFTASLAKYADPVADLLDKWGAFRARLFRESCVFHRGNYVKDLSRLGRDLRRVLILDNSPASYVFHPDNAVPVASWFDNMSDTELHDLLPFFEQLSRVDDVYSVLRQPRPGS
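System: truncated SCP-1 phosphatase (76-261aa); medium: Tris acetate buffer pH 5.5 with MgCl2 and Tween-20; incubation: 45 min room-temperature reaction, 5 min colour, 30 min stabiliser; compound: single 20 µM dose, 1% DMSO; reagent: Phosphorylated 17-residue peptide substrate; read-out: % inhibition at 20 µM; technique: colorimetric free-phosphate detection, absorbance 630 nm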
An asterisk follows results filed as active; i = inactive; . = no result given.

Molecule	TbMetRS inhib	LMPTP block	NadD block	DNMT1 block	Rpn11 block	SUMO1 PPI mod	CSN inh	MsrA inhibitor	STEP block	Scp1 inh
CSc1snnc1-c1ccccc1	-0.5	2.2	-6.9	0.5	i	-0.3	-4.4	0.3	1.6	-5.3
Cc1ccc(C)c(S(=O)(=O)N2CCN(c3nc(-c4cccnc4)nc4ccccc34)CC2)c1	0.8	8.5	13.8	-11.4	i	-110.6	2.0	0.1	6.3	15.1
CSc1nc(NC(C)(C)C)nc(Oc2ccc(=O)n(C)n2)n1	-0.7	0.5	-4.2	3.3	i	-0.9	1.4	-0.2	0.1	-17.3
COC(=O)C(C)NC(=S)N1CCN(c2c(F)cc3c(=O)c(C(=O)O)cn(C4CC4)c3c2OC)CC1C (configuration not stated)	0.0	5.7	5.1	-0.1	i	0.2	-1.5	1.3	3.8	-12.6
CCC(=O)Nc1ccc(C(=O)NNC(=O)COc2cc(C)ccc2C)cc1	0.5	-1.9	1.7	0.4	i	1.1	-6.7	1.4	-3.4	-2.7
Cc1cc(Br)ccc1SCC(=O)OCC(=O)NC(C)c1ccccc1 (configuration not stated)	-0.8	-0.1	-7.0	-1.1	i	-0.4	-9.9	-0.3	0.1	-4.8
Cc1ccc(NC(=O)[C@@H]2CCCN2S(=O)(=O)c2ccccc2F)cc1S(=O)(=O)N1CCOCC1	-0.7	-1.3	0.8	-1.8	i	3.7	-11.9	0.4	-1.6	2.5
COc1ccc(-c2nnc3sc(COc4ccccc4)nn23)cc1	-0.1	2.0	5.3	-0.7	i	2.2	4.6	0.5	9.0	2.5
CN1CCN(CC(=O)Nc2nc3c(s2)CCCC3)CC1	-1.0	-1.9	-6.6	8.4	i	2.4	1.6	0.2	-0.7	-10.7
COc1ccc(OC)c(S(=O)(=O)NCCC(C)C)c1	0.8	-0.4	-2.0	4.9	i	3.9	114.8	-0.3	0.1	-1.1
COc1cc(CNCc2ccccc2)c(Br)cc1OC1CCCC1	-0.1	-1.4	-3.5	-3.4	i	2.0	-0.2	1.0	-1.0	-3.1
Cc1cccc(NC(=O)C(CCC(N)=O)NC(=O)OCc2ccccc2)c1 (configuration not stated)	-0.6	-0.2	-5.0	-1.5	i	3.3	-0.8	0.8	2.5	-10.3
CC(C)(C)NC(=O)C(c1ccncc1)N(C(=O)CNC(=O)c1ccco1)c1ccc(F)cc1 (configuration not stated)	0.1	-1.6	0.4	-0.6	i	3.2	2.6	0.7	-1.4	-2.3
CC(=O)C1C(=O)C=C(c2cccs2)CC1c1ccccc1 (configuration not stated)	-0.8	3.2	-7.9	-0.1	i	-13.6	12.5	1.9	2.2	-13.2
C/C(=N/NS(=O)(=O)c1cccc([N+](=O)[O-])c1)c1ccc2c(c1)OCO2	0.2	-0.6	-4.0	1.1	i	-12.4	-2.6	0.4	-0.8	-2.2
COc1ccc(S(=O)(=O)NCc2cccnc2)cc1	-0.4	-1.6	9.2	-0.3	i	-1.5	-0.7	-0.1	-1.6	1.2
CSc1ccc(NC(=O)NCCCN2CCN(c3ccccc3F)CC2)cc1	0.3	-0.9	-7.0	-2.9	i	1.0	-4.5	.	-3.1	0.5
CC(=O)c1c(NC(=O)C(C)C)nc(C)nc1-c1ccccc1	-0.1	-1.5	1.5	-1.1	i	-0.1	-0.7	-0.6	-3.5	-4.6
O=C1C(NS(=O)(=O)c2ccc(Cl)cc2)=C(N2CCCCC2)C(=O)c2ccccc21	1.2	2.7	2.1	-19.7	i	-19.3	-8.2	1.5	3.0	-9.7
C(=C\c1ccccc1)/CSc1nnc(-c2ccccn2)n1Cc1ccco1	-0.4	2.6	12.1	-2.3	i	-0.7	10.0	0.5	-1.0	-5.7

Two compounds from above, limited to NadD block and STEP block.
| structure | NadD block | STEP block |
| --- | --- | --- |
| CC(=O)C1C(=O)C=C(c2cccs2)CC1c1ccccc1 (configuration not stated) | -7.9 | 2.2 |
| C/C(=N/NS(=O)(=O)c1cccc([N+](=O)[O-])c1)c1ccc2c(c1)OCO2 | -4.0 | -0.8 |

The list continues:
Molecule	TbMetRS inhib	LMPTP block	NadD block	DNMT1 block	Rpn11 block	SUMO1 PPI mod	CSN inh	MsrA inhibitor	STEP block	Scp1 inh
COc1ccc(CCNC(=O)Cn2nnc(-c3ccccc3F)n2)cc1OC	-0.1	-0.5	-0.6	2.5	i	0.6	0.8	-0.7	3.1	-13.5
C#CCOC(=O)C(NC(=O)c1ccccc1)=C1CCCCC1	-1.5	-1.2	-6.3	0.9	i	0.4	1.2	0.1	-1.8	-7.0
CC(C)(C)OC(=O)C[C@@H]1C/C=C\C[C@@H](CC(=O)NCCO)C(=O)NCCOC1=O	-0.7	2.0	1.9	2.6	i	5.1	2.2	1.4	-0.3	6.4
CCCn1c(N)c(N(CCOC)C(=O)COC(=O)COc2c(C)cc(C)cc2C)c(=O)[nH]c1=O	0.3	-0.7	-1.7	0.6	i	-2.9	4.4	-0.1	-2.6	.
Cc1ccc(OCc2nc(-c3ccccn3)no2)cc1	-0.1	0.5	-4.2	-0.3	i	-0.2	2.4	-0.5	2.1	-5.2
C=CCC[C@H](Cc1ccc(F)cc1)C(=O)OC[C@H](C)NC(=O)[C@H](CC=C)CC(=O)N(CCO)Cc1ccccc1	-0.2	0.8	-10.9	-9.3	i	2.1	-2.3	-0.2	-3.7	-17.6
Cn1c(SCC(=O)Nc2cccc(F)c2)nnc1-c1cc2ccccc2o1	-0.4	-1.1	4.9	5.2	i	22.8	-2.0	-0.9	-0.8	-8.1
Cc1nc2ccccc2c(=O)n1/N=C/c1ccc(O)cc1	-0.7	0.3	4.3	3.9	i	2.2	-1.6	1.6	3.7	-1.0
O=P(Cc1ccccc1)(Cc1ccccc1)c1ccccc1	-0.6	-0.3	3.5	0.6	i	2.2	-0.8	1.3	-0.5	9.6
COC(=O)c1c(C(=O)OC)c(-c2ccc(OC)cc2)n2c1CS(=O)C2 (configuration not stated)	-0.7	0.7	-8.4	1.8	i	4.2	1.1	-1.6	-0.4	-4.2
O=C(Nc1cccc(-c2cccc(F)c2)c1)C1CCN(CC2CCOC2)CC1 (configuration not stated)	-0.4	-0.5	-8.6	-1.8	i	-4.3	-1.8	1.9	0.1	-1.3
O=C(O)c1ccc(-c2ccccc2)[nH]1	-0.2	0.7	0.6	-2.0	i	1.2	-1.0	-0.4	-1.6	-17.8
O=C(CSc1ccc([N+](=O)[O-])cc1)NNC(=O)c1ccccc1F	0.3	-0.1	-1.0	0.5	i	-26.9	-1.6	2.4	6.4	-5.3
Clc1ncnc2scc(-c3ccc(Br)cc3)c12	-0.5	1.4	-3.4	5.6	i	0.0	7.9	-0.8	5.1	-15.2
CC(=O)Oc1ccc2c(=O)c(/C=N/c3cc(=O)[nH]c(=S)[nH]3)coc2c1	8.0*	0.0	1.3	0.5	i	3.3	3.6	5.5*	0.1	0.2
CC(=O)c1c(-c2ccc(Cl)cc2)c2ccccc2[nH]c1=O	-0.4	1.7	-7.8	-0.6	i	-0.8	-1.2	3.2	0.0	-4.7
C[C@H]1CN([C@@H](C)CO)C(=O)CCCn2nncc2CO[C@@H]1CN(C)S(=O)(=O)c1ccc(-c2ccccc2)cc1	-0.3	-2.4	-7.5	-4.4	i	2.9	-3.0	0.4	2.1	.
CC1(C(=O)NS(=O)(=O)c2cccc(F)c2)CCN1C(=O)CCc1ccc(Cl)cc1Cl (configuration not stated)	0.0	-1.9	1.2	0.5	i	7.1	-2.6	-0.3	-2.3	.
COc1ccc(CNC(=O)c2cc(COc3c(F)cccc3F)on2)cc1OC	-0.4	-0.9	-8.8	10.3	i	-0.5	5.8	1.0	-2.5	-6.7
COc1ccc(Cc2nnc(NC(=O)C3CC(=O)N(c4ccccc4C)C3)s2)cc1OC (configuration not stated)	-0.2	-0.4	2.3	-0.9	i	4.4	1.3	0.2	0.8	1.4
CN1CCN(CCC(=O)N/N=C/c2ccccc2F)CC1	-0.4	-0.2	-4.0	2.5	i	-0.8	1.1	0.3	6.9	-5.2
Cc1ccc(NC(=O)CN(C)CC(=O)Nc2ccc(N3CCOCC3)cc2)cc1F	-0.4	-1.2	-5.7	-1.2	i	-0.1	-11.4	-0.1	-1.3	-8.3
CCC(C#CCN1CCCCC1)(CC)OCCC#N	-0.2	-1.0	-5.1	-0.5	i	-0.6	-4.8	-0.1	2.6	-4.2
O=C(NCc1cc(Cl)cc(Cl)c1)c1ccc2nc([C@@H]3O[C@H](CO)[C@H](O)[C@H](O)[C@H]3O)[nH]c2c1	4.1	-1.9	-1.9	-0.5	i	1.9	7.2	-0.3	-1.2	.
Cc1nnc(SCC(=O)Nc2nc(-c3ccccc3)cs2)n1N	-0.1	0.0	-0.9	-1.4	i	-5.1	1.5	-0.8	2.8	-9.7
COc1ccc(NC(=O)C(c2cc3c(cc2[N+](=O)[O-])OCO3)N(C)c2ccccc2)cc1 (configuration not stated)	0.4	2.0	-1.5	-13.2	i	-7.5	0.8	-0.2	0.1	-7.6
Cc1cccc(NCc2cccc3ccccc23)n1	-0.2	1.9	-3.9	1.7	i	-0.3	2.8	-0.2	-2.8	-7.5
CCN(CC)c1ccc2cc(-c3nnc(-c4ccncc4)o3)c(=O)oc2c1	-1.2	6.1	11.8	136.3*	.	-5.9	-74.5	-0.4	-189.6	-4.3
